Source: PubChem BioAssay
IDE cell activ: activators of human insulin-degrading enzyme in cells | HEK cells, FAbeta-B cleavage, fluorescence polarization; 0% vehicle, 100% cell-free pure enzyme wells | activation, % at 5.96 µM | AID 493087 | P14735 | 340,000 tested, 0.073% active;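 active = activation above the mean of all tested compounds plus 3 SD, set per screening campaign, cut at about 17% in these data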
Target sequence (P14735 whole entry, looked up): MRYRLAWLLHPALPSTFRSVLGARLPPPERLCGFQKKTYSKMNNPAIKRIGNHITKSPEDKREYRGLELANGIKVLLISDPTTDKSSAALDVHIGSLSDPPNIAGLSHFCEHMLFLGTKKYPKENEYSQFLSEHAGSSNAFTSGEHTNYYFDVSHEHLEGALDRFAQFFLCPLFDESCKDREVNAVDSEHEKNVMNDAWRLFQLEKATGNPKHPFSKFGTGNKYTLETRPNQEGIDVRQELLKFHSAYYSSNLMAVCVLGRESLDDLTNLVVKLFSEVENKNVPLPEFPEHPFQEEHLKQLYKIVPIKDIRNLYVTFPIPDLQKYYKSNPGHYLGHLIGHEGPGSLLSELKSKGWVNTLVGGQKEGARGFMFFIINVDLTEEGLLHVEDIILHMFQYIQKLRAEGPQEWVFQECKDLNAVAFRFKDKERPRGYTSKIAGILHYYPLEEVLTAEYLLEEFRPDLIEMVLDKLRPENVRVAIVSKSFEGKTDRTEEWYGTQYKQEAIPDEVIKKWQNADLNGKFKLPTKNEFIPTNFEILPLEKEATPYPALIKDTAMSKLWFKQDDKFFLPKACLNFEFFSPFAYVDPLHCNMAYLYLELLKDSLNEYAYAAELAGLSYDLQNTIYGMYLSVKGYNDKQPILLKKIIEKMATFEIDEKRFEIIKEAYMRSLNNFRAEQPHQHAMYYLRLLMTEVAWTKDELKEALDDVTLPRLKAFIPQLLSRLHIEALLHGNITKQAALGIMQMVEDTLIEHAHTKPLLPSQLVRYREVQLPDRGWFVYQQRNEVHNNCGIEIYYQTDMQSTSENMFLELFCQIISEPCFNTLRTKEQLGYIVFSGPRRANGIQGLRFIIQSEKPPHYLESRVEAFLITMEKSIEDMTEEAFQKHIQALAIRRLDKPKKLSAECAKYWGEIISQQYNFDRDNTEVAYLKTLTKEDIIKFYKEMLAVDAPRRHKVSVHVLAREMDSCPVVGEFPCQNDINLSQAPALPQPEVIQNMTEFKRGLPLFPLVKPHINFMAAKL
* marks the source's active call; other numbers are inactive results. These rows are one share of the data; rates above refer to the full screens.

IDE cell activ	smiles
5	CC(C)(C)OC(=O)C[C@@H]1C/C=C\C[C@@H](CC(=O)N[C@@H](CO)Cc2ccccc2)C(=O)N2CCC[C@@H]2COC1=O
2	C=C(Br)CN1[C@@H](Cc2ccccc2)[C@H](O)[C@@]23C=C[C@@H](C[C@@H]2S1(=O)=O)O3
3	O=C(NC1CCCCCC1)c1cccc(S(=O)(=O)N2CCOCC2)c1
3	NS(=O)(=O)c1ccc(CNC(=O)c2ccc3c(=O)n4c(nc3c2)CCC4)cc1
7	CO[C@H]1/C=C/O[C@@]2(C)Oc3c(C)c(O)c4c(O)c(c(C=NN5CCN(C)CC5)c(O)c4c3C2=O)NC(=O)/C(C)=C\C=C\[C@H](C)[C@H](O)[C@@H](C)[C@@H](O)[C@@H](C)[C@H](OC(C)=O)[C@@H]1C
2	COc1ccccc1CNC(=O)COC(=O)c1ccc(S(=O)(=O)N2CCCCC2)cc1
1	CCOC(=O)c1cccc(NC(=O)c2ccc(-n3cnnn3)cc2)c1
5	O=C(Nc1cc(Cl)ccc1N1CCOCC1)c1ccncc1
5	CCOc1ccc(CCNC(=O)COC(=O)c2cccc(S(=O)(=O)N(C)C)c2)cc1OCC
2	Cc1ccc2c(c1)[C@H]1[C@H](CO2)[C@H](c2ccccc2)[C@]2(C)C(=O)NCC(=O)N12
-6	COc1cc(/C=C/C(=O)Nc2ccc(OC)c(S(=O)(=O)N3CCOCC3)c2)ccc1OC(F)F
-3	CCCc1ccc(S(=O)(=O)N2CCN(C(C)C(=O)NCc3ccc(OC)cc3)CC2)cc1 (configuration not stated)
-5	Clc1ccc(N2CCN(Cc3c[nH]c4ncccc34)CC2)cc1
5	CCN(CC)c1ccc(/C=N/N2CC(=O)NC2=S)cc1
1	COCCn1c(SCC(=O)Nc2ccc3[nH]c(=O)[nH]c3c2)nc2ccccc21
5	CCCOc1ccc(C(=O)NNC(=O)CCNC(=O)c2ccco2)cc1OC
2	O=C(NCC(c1cccs1)N1CCOCC1)C1CCN(S(=O)(=O)c2cc(Cl)ccc2Cl)CC1 (configuration not stated)
1	Cc1ccccc1CN1CCN(C(=O)c2ccc(S(=O)(=O)NCc3ccco3)cc2)CC1
1	N#Cc1cccc(NC(=O)COC(=O)c2cc(S(=O)(=O)Nc3ccccc3Cl)ccc2O)c1
5	N#CC1(NC(=O)CSc2nc3ncc(Cl)cc3[nH]2)CCCCC1
3	Cc1c(Cl)cccc1NC(=S)Nc1ccc(S(=O)(=O)Nc2ncccn2)cc1
4	Cc1cccc(OCCNC(=O)c2ccc(Cl)c(S(=O)(=O)NCc3cccnc3)c2)c1
2	NC(=O)c1ncn([C@@H]2O[C@H](CNS(=O)(=O)c3cc4ccccc4s3)[C@@H](O)[C@H]2O)n1
4	Cc1ccc(S(=O)(=O)N2CCCCC2)cc1C(=O)N1CCN(CCO)CC1
2	CCCCn1c(N)c(N(CCOC)C(=O)C2CCN(c3ncnc4sc(C)c(C)c34)CC2)c(=O)[nH]c1=O
-2	CCOC(=O)CCCCCC(=O)Nc1ccc2c(c1)CC(=O)N([C@H](C)CO)C[C@@H](C)[C@H](CN(C)Cc1ccc3c(c1)OCO3)O2
3	COc1ccc([C@H]2CC(=O)C=C(c3cccc(C(F)(F)F)c3)C2)cc1
3	O=C(c1cccc(Cl)c1)N1CCC2CC1c1cc(-c3ccccc3)ccc12 (configuration not stated)
1	COC(=O)[C@H](CC(C)C)NC(=O)Cn1cnc2c(OCc3ccccc3)ncnc21
6	CCC(C)Nc1ccc(NC(C)CC)cc1 (configuration not stated)

Two records picked at random from those above:
IDE cell activ	smiles
4	Cc1ccc(S(=O)(=O)N2CCCCC2)cc1C(=O)N1CCN(CCO)CC1
6	CCC(C)Nc1ccc(NC(C)CC)cc1 (configuration not stated)

An excerpt from above in order of the IDE cell activ value, smallest number first.
IDE cell activ	smiles
3	O=C(NC1CCCCCC1)c1cccc(S(=O)(=O)N2CCOCC2)c1
4	Cc1ccc(S(=O)(=O)N2CCCCC2)cc1C(=O)N1CCN(CCO)CC1
5	CCN(CC)c1ccc(/C=N/N2CC(=O)NC2=S)cc1

An excerpt of these results, with each value named:
Cc1c(Cl)cccc1NC(=S)Nc1ccc(S(=O)(=O)Nc2ncccn2)cc1
  IDE cell activ: 3
Cc1cccc(OCCNC(=O)c2ccc(Cl)c(S(=O)(=O)NCc3cccnc3)c2)c1
  IDE cell activ: 4
NC(=O)c1ncn([C@@H]2O[C@H](CNS(=O)(=O)c3cc4ccccc4s3)[C@@H](O)[C@H]2O)n1
  IDE cell activ: 2
Cc1ccc(S(=O)(=O)N2CCCCC2)cc1C(=O)N1CCN(CCO)CC1
  IDE cell activ: 4

Additional structures
IDE cell activ	smiles
0	O=C(CCCOc1ccccc1)NNC(=O)c1ccc(Cl)cc1
-5	CCCCN(C)S(=O)(=O)c1cc2c(cc1Br)CCN2C(=O)C1CC1
-3	CCN(CC(=O)NCc1cccs1)C(=O)CCCOc1ccc(C(C)(C)C)cc1
4	Cc1ccc(-c2nc3ncccc3o2)cc1NC(=O)c1ccc2c(c1)OCO2
1	Cc1nn(CC(=O)Nc2ccc3c(c2)OCCO3)c(C)c1[N+](=O)[O-]
4	Cc1cc(C)n2nc(SCC(=O)N(CCC#N)c3ccccc3F)nc2n1
-4	CCOC(=O)C1CC2=C(CC(C)(C)CC2=O)N(CCOC)C1=O (configuration not stated)
-1	O=C1COc2ccc(C(=O)CSc3ccc(Br)cc3)cc2N1
3	CN(C)c1ccc(C(=O)NCC(c2cccs2)N2CCOCC2)cc1 (configuration not stated)
6	CCCCN1C(=N)N([C@@H](C)CN2CCC[C@H]2CN2C(N)=NC[C@@H]2Cc2ccccc2)C[C@H]1[C@H](C)CC
7	CC(Oc1cccc(Br)c1)C(=O)NNC(=O)c1ccccn1 (configuration not stated)
1	O=C(CCNS(=O)(=O)c1ccccc1)OCC(=O)c1ccc(Br)cc1
-1	Cc1c(C(=O)NNC(=O)c2ccncc2)oc2ccccc12
3	Cc1nc(N/C(N)=N/S(=O)(=O)c2ccccc2)nc2ccccc12
13	CC(C)(C)C1CCC(CN2C(Nc3ccccc3)=NC[C@@H]2Cc2ccccc2)CC1 (some centres not stated)
6	O=C(Cn1c(=O)cnc2ccccc21)Nc1cccc(S(=O)(=O)N2CCOCC2)c1
3	COc1ccc(CC(=O)OCC(=O)NCc2ccc3c(c2)OCO3)cc1OC
3	Cc1cccc(NC(=O)c2ccccc2C(=O)Nc2cccc(C)c2)c1
-1	Cc1ccc(-c2nc(SC(C)C(=O)c3c(N)n(C)c(=O)n(C)c3=O)n[nH]2)cc1 (configuration not stated)
-2	COc1ccc(NC(=O)CSCC(=O)Nc2cccc(S(=O)(=O)N3CCCCCC3)c2)cc1
5	O=C(COC(=O)CCC(=O)c1ccc(F)cc1)Nc1ccc(Cl)cn1
1	c1cncc(CNc2ncnc3ccc(-c4ccc5c(c4)OCO5)cc23)c1
10	CN(Cc1ccco1)C(=O)CSc1nc(C2CC2)n(-c2ccccc2)n1
0	CSc1ncccc1C(=O)OCC(=O)N1CCN(C(=O)c2ccco2)CC1
2	CN1CCN(c2ccc(S(=O)(=O)N3CCOCC3)cc2NC(=O)Cc2ccccc2F)CC1
0	COC(=O)c1ccc2nc3c(cc2c1)[C@@H]1CCN2C(=O)CCC[C@H](C3)[C@H]12
0	Cc1cc(C)c(C)c(S(=O)(=O)Nc2ccc3cn[nH]c3c2)c1C
-4	O=S(=O)(O)c1cc(O)c2cc(Nc3ccccc3)ccc2c1
3	N#CC(=C1C=CC(=NO)C(Cl)=C1)c1ccc(Cl)cc1
-2	O=c1oc(CCO)cc2ccc(Br)cc12

Other structures.
IDE cell activ	smiles
8	C=C(C)COc1ccc2c(c1)CCC1C2CCC2(C)C(=O)C(=NO)CC12 (configuration not stated)
4	CCC1CCC2(CC1)NC(=O)N(CC(=O)Nc1ccc(OC)cc1)C2=O (configuration not stated)
4	Cc1ccc(N(CCC#N)C(=O)COC(=O)C2CCN(c3ccc(C(F)(F)F)cn3)CC2)cc1
-3	COc1ccc(CCNC(=O)C2=CC=CN3CCS(=O)(=O)N=C23)cc1
3	CCSc1nnc(NC(=O)CCNC(=O)c2ccccc2Cl)s1
5	O=C(CN1CCN(C(=O)CNC(=O)c2ccc3c(c2)OCO3)CC1)Nc1cccc(F)c1
1	COc1ccc2c(c1)CC[C@@H]1[C@@H]2CC[C@]2(C)[C@@H](C(=O)O)C[C@@H]12
2	CC(C)Nc1nnc(SC(C)C(=O)Nc2ccc(N3CCOCC3)cc2)s1 (configuration not stated)
1	Cc1cccc(NC(=O)CNC(=O)C(NC(=O)Cc2ccccc2)C(C)C)c1C (configuration not stated)
2	Cc1ccc(C)c(NC(=O)C(c2ccccc2)N2CCN(CC(=O)NC3CC3)CC2)c1 (configuration not stated)
1	CCN(CC(=O)NCc1cccs1)CC(=O)Nc1cccc(S(N)(=O)=O)c1
3	Cc1ccc(CONS(=O)(=O)c2cc(C)ccc2C)cc1
4	CC(NCC(=O)Nc1ccccc1C(=O)NC1CC1)c1ccccc1Cl (configuration not stated)
4	COc1ccccc1C(=O)NC(CCSC)C(=O)N1CCC(Cc2ccccc2)CC1 (configuration not stated)
4	CCCCn1c(N)c(N(CC(C)C)C(=O)c2cc(S(=O)(=O)N3CCCCC3)ccc2C)c(=O)[nH]c1=O
-4	O=C(NCc1cccc(OC(F)(F)F)c1)c1cccc2c1C(=O)c1ccc(-c3ccc(F)cc3OCc3ccccc3)cc1S2(=O)=O
0	O=C(COC(=O)/C=C/c1cccc(F)c1)NC1CCCCCC1
1	Cc1ccccc1-c1nnc(SCC(=O)N(C)c2c(N)n(Cc3ccccc3)c(=O)[nH]c2=O)n1C
4	Nc1cc(Cl)ccc1C(=O)OCC(=O)NCc1cccs1
2	CCOC(=O)C1CCCN(C(=O)c2cccc(S(=O)(=O)N(C)c3ccc(OC)cc3)c2)C1 (configuration not stated)
5	CCN(CC(=O)Nc1ccc(NC(C)=O)cc1)C(=O)CN1C(=O)NC(C)(c2ccc3ccccc3c2)C1=O (configuration not stated)
2	Cc1ccc(C2=N/C(=C\c3ccc(F)cc3)C(=O)N2)cc1
-3	O=[N+]([O-])c1ccc(SNc2ccccc2)c([N+](=O)[O-])c1
0	COc1cc(OC)c(C(=O)OCC(=O)Nc2c(C)n(C)n(-c3ccccc3)c2=O)cc1OC
1	COc1ccc(NC(=O)CN(C)C(=O)CCCNC(=O)c2ccc(Cl)cc2)cc1
-3	CC(Oc1ccc(Cl)cc1Cl)C(=O)NNC(=O)c1ccncc1 (configuration not stated)
1	CC(C)CC[C@@H](O)[C@](C)(O)C1CC[C@@]2(O)C3=CC(=O)[C@@H]4C[C@@H](O)[C@@H](O)C[C@]4(C)C3CC[C@]12C (some centres not stated)
1	CCC1(c2ccccc2)NC(=O)N(CC(=O)N2CCc3ccccc32)C1=O (configuration not stated)
-2	CCOc1ccc(NC(=O)CN2C(=O)NC(CCc3ccccc3)C2=O)cc1OCC (configuration not stated)
0	CCOC(=O)c1ccc(S(=O)(=O)N2CCC(C(=O)NCC3CCCCC3)CC2)cc1

The results go on.
IDE cell activ	smiles
8	COc1ccc2nc(N3C(=O)C(O)=C(C(=O)c4ccco4)C3c3ccco3)sc2c1 (configuration not stated)
0	COc1ccc(CNC(=O)C(=O)NCCC2CCCCN2S(=O)(=O)c2ccccc2)cc1 (configuration not stated)
2	Cc1ccc(S(=O)(=O)N2CCN(C(=O)COC(=O)c3ncc(Cl)c(Cl)c3Cl)CC2)c(C)c1
-6	COc1ccccc1NC(=O)c1ccc(NC(=O)c2ccc(=O)[nH]c2)cc1
5	O=S(=O)(c1ccc2nnn(OCc3ccccc3)c2c1)N1CCOCC1
4	CCOC(=O)c1c(NC(=O)CSc2nc3ccc(OC)cc3[nH]2)sc2c1CC(C)(C)NC2(C)C
-1	Fc1ccc(-c2ccc3c(c2)C2CC3CCN2Cc2ccc3c(c2)OCO3)cc1 (configuration not stated)
-1	Brc1ccc(Br)c2cnccc12
-2	COc1ccccc1C(=O)COC(=O)Cc1c[nH]c2ccccc12
0	COCCCn1c(SCC(=O)Nc2oc(C)c3c(C)n[nH]c(=O)c23)nc2ccccc2c1=O
1	O=C(COc1cc(Cl)ccc1Cl)Nc1ccc2[nH]c(=O)[nH]c2c1
2	CCn1cc(C(=O)NC2CCCC2)c(=O)c2cc(S(=O)(=O)N3CCOCC3)ccc21
-3	O=C(NCCS(=O)(=O)NCc1ccc(F)cc1)c1ccc2c(c1)OCO2
4	Cc1ncn(-c2ccccc2)c1-c1ccccc1
8	COc1ccc(NS(=O)(=O)c2cccc(C(=O)N(C)Cc3cccs3)c2)cc1
4	COc1ccc(OC)c(/C=C/C(=O)OCC(=O)NCc2ccccc2)c1
-3	C/C(=N\O)c1ccco1
4	COc1cccc(C#Cc2c(CO)[nH]c3ccccc23)c1
4	O=C(NCC1CCCCC1)c1ccc(F)c(S(=O)(=O)N2CCOCC2)c1
8	O=C1CC2(CCN(S(=O)(=O)c3ccccc3F)CC2)Oc2ccccc21
4	O=C1CCC[C@@H]2CC(N3CCCCC3)C[C@@H]3CCN1[C@H]23 (some centres not stated)
-2	Cc1ccccc1C(=O)N1CCC(C(=O)N(CC(C)C)c2c(N)n(CC(C)C)c(=O)[nH]c2=O)CC1
3	COc1cccc2sc3cc(C#Cc4ccccn4)ccc3c(=O)c12
3	COc1cc(OC)cc(-c2c(-c3cccs3)c3cc(-c4ccc(OC)nc4)ccc3n2C)c1
4	CCOc1ccc(OCC(=O)OCc2cc(=O)n3cc(Br)ccc3n2)cc1
6	O=C(COC(=O)CCN1C(=O)C2CC=CCC2C1=O)Nc1ccc([N+](=O)[O-])cc1 (configuration not stated)
6	CO[C@@H]1[C@@H](OC(N)=O)[C@@H](O)C(Oc2ccc3c(O)c(NC(=O)c4ccc(O)c(CC=C(C)C)c4)c(=O)oc3c2C)OC1(C)C (some centres not stated)
